# F508del corr = F508del CFTR correction, initial screen, CFBE line, single point | 350,000 tested, 0.36% active | CFBE cells, YFP halide quenching; stimulated with forskolin plus potentiator P3; % fluorescence drop versus neutral controls | activity (quench increase), % at 7.58 µM;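 active means mean added fluorescence quench of at least 8% versus neutral control, with both replicates also reaching 8%; inconclusive means only one of the mean or replicate conditions met; inactive means mean below 8% and not both replicates reaching 8%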;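 further: cells transiently co-express mutant CFTR-F508del with the halide-sensitive YFP; corrector assay measuring rescue of mutant channel to the surface after 24 h compound exposure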
# INS-1E GSIS act = GLuc luminescence reporter in INS-1E cells, primary screen for activators of glucose-dependent secretion of insulin; INS-1E GLuc reporter insulin secretion, 2-3 h; activation, % at 16.6 µM; 370,000 tested, 0.61% active; AID 743287, 2014;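 active means lowest replicate activation of at least 40%, so every replicate reaches that level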;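 further: 0% = median of neutral control wells and 100% = median of IBMX positive control wells; some compounds called inactive have numbers as strong as hits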
# ERp5 block = inhibitors of ERp5-driven insulin aggregation, primary screen, biochemical, turbidity, absorbance 650 nm, single point; Protein disulfide-isomerase A6 (Homo sapiens), Q15084; 90 min; inhibition, % at 9.99 µM; 350,000 tested, 0.05% active;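 active means mean replicate inhibition above about 25%, with every replicate also reaching it, limit read from the data, passing the limit was not always enough; inconclusive means only one of those two criteria met; inactive means neither criterion met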
# Target sequence (Q15084 whole entry, looked up): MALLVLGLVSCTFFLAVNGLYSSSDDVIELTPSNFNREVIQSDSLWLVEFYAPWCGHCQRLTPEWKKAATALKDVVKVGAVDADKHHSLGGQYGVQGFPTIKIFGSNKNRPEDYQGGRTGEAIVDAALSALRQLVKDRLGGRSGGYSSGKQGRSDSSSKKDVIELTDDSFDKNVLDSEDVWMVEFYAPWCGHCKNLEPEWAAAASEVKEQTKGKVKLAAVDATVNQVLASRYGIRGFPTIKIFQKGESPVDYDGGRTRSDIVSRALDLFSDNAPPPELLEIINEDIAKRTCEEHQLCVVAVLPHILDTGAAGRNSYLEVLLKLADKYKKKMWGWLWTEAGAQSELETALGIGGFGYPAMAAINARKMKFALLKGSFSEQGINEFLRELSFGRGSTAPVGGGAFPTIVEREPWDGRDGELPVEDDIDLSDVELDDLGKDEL
# ARNT-TACC3 inh = disruptors of ARNT/TACC3 protein interaction, primary screen, biochemical, AlphaScreen, single concentration; Transforming acidic coiled-coil-containing protein 3 (Homo sapiens), Q9Y6A5; AlphaScreen His-ARNT PAS-B/GST-TACC3 binding, luminescence; TACC3 fragment carries E629A point mutation; inhibition, % at 9.99 µM; 390,000 tested, 0.66% active;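 active means mean inhibition of replicates at least 50% and at least half of replicates each reaching 50%; inconclusive means half or more replicates reach 50% but mean below 50%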;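 further: 0% = complete ARNT plus TACC3 wells and 100% = ARNT alone without TACC3; many hits fall short of the cut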
# PAX8 inh HTS = inhibitors of PAX8-driven TPO luciferase reporter, primary screen, RMG-I cells, single concentration; SteadyGlo, 24 h; inhibition, % at 12.6 µM; 360,000 tested, 1.2% active;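 active means mean replicate inhibition at least 60% with every replicate also reaching 60%; inconclusive means only one of the two criteria is met; inactive means mean below 60% and not all replicates reaching 60%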;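 further: luciferase light reporting Pax8 driven TPO promoter activity; plate controls were median of neutral control wells for no effect and mitoxantrone controls for full effect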
# Xi reactivation = activators of inactive X chromosome reactivation, primary screen, imaging, XiGFP fibroblasts, GFP high-content imaging, set 2 | AID 743238, 2013 | activation, % at 7.58 µM | 360,000 tested, 0.055% active | XiGFP mouse fibroblasts, % GFP-positive cells imaging, 3 d; cells co-treated with 5-aza-dC sensitizer; scaled so ellipticine positive control = 100%;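 active means mean normalized replicate activation at least 10% and every replicate at or above 10%; inconclusive means only one of the two criteria met; inactive means mean below 10% and not all replicates reach 10%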;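 further: 0% = median of on-plate neutral control wells and 100% = ellipticine 6 µM median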
#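 System: 68-5-11 XiGFP fibroblast line | Buffer or medium: DMEM containing 5-aza-dC | Compound: Single point | Times: Compounds 3 days, fix/stain 15 min at room temperature | Benchmarks: Positive control ellipticine, 6 µM final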
# EWS-Fli block = EWS/Fli-driven NR0B1 reporter inhibitors, primary screen, A673 cells, NR0B1 luciferase, luminescence, MLPCN library | inhibition, % at 12.6 µM | viability-normalised | 350,000 tested, 0.67% active;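 active means mean inhibition of at least 50% after viability correction, with every replicate also passing that limit; inconclusive means mean reaches 50% but only one of two replicates passes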;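 further: firefly luciferase signal divided by Alamar Blue viability fluorescence both relative to DMSO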
# DENV2 CPE = inhibitors of DENV2 cytopathic effect, primary screen, cell-based, plate reader, single concentration | DENV2-infected cells, cytopathic effect rescue | CPE inhibition, % at 9.99 µM | 350,000 tested, 1.7% active; in the data active means CPE inhibition above about 20%, passing the limit was not always enough; inconclusive means no clear call, values can overlap the other calls; tested in BHK-21 cells;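 further: 0% = median of neutral control wells and 100% = median of positive control wells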
# Active calls of the source: *; u = inconclusive; x = not tested or not shown; & = joins results of further samples. The list is partial. The share of hits here may be higher or lower than overall.
SMILES,F508del corr,INS-1E GSIS act,ERp5 block,ARNT-TACC3 inh,PAX8 inh HTS,Xi reactivation,EWS-Fli block,DENV2 CPE
CS(=O)(=O)c1ccc(C(=O)N2CCC(C(=O)O)(c3ccccc3)CC2)cc1,-0.4,13.1,3.3,-1.0,-1.6,0.0,2.7,-6.7
C[n+]1c(-c2ccccc2)sc2ccccc21,2.9,-10.0,1.8,0.6,-10.5,0.4,-36.1,1.1
CN1C(=O)C(=Cc2ccccc2OCCOc2ccc([N+](=O)[O-])cc2)C(=O)N(C)C1=O,0.7,-5.9,-2.2,-10.7,-10.2,0.0,-9.4,-5.7
CCOC(=O)[C@]12Cc3ccccc3[C@H]1N(CCC(=O)OC)C(=O)c1cc(OC)ccc12,1.9,-36.6,-0.1,x,3.0,0.5,9.2,30.4*
Cc1ccc(C(C)C)c(OCC(=O)N2CCN(CC(=O)N3CCOCC3)CC2)c1,4.0,-14.8,-2.6,-7.6,-8.8,0.2,-3.8,5.1
COc1ccc(N2C(=O)/C(=C/c3ccco3)C(=O)NC2=S)cc1,-0.4,3.1,2.4,0.7,12.7,0.0,18.0,-4.7
Cc1cc(C)cc(N2C(=O)NC(=O)/C(=C\C=C\c3ccco3)C2=O)c1,u,-9.9,1.6,3.8,65.6*,0.6,61.1*,-1.0
S=P(Nn1cnnc1)(c1ccccc1)c1ccccc1,2.0,11.3,-1.0,x,-11.5,0.4,4.5,x
CCOP(=O)(OCC)C(O)c1ccc(OC)cc1OC (centres undefined),x,8.7,x,0.4,-2.0,0.2,x,x
CCN1CCN(C(=O)Cc2c(C)n(C(=O)c3ccc(Cl)cc3)c3ccc(OC)cc23)CC1,0.3,-0.3,-0.7,9.4,7.3,0.0,6.8,6.4
O=S1(=O)NCC2(CC2)CN1Cc1ccccc1,1.7,13.4,3.7,x,-5.8,0.0,-10.9,-6.9
CC(C)Sc1nnc(OC(=O)N(C)C)n1-c1ccccc1,2.2,-2.0,3.0,-1.0,6.3,0.0,14.2,2.9
CCN(CC)C(=O)c1ccc(NC(=O)COc2ccc([N+](=O)[O-])cc2Cl)cc1,x,-13.6,x,-4.6,3.0,-0.1,x,x
ClCCN(CCCl)c1ccc(C=Cc2ccncn2)cc1,3.4,-25.4,2.3,x,-68.7,0.0,-40.4,-2.9
C[C@@H]1CN([C@H](C)CO)C(=O)c2c(c3ccccc3n2C)-c2ccccc2CO[C@@H]1CN(C)C(=O)Oc1ccccc1,0.8,-27.7,2.5,x,7.2,0.0,4.8,-23.7
COc1nc2ccccc2c(=O)n1-c1ccc(C)cc1,x,30.2,x,-14.9,-4.2,0.0,x,x
CSCCC(c1nnnn1-c1c(C)cccc1C)N1CCC2(CC1)C(=O)NCN2c1ccccc1 (centres undefined),-0.5,-20.6,1.2,x,8.0,0.0,0.5,-3.3
CC(C)c1ccc(N2C(=O)CC(=O)NC2=O)cc1,-0.4,-9.2,4.9,-6.4,23.3,0.1,10.3,15.3
Cc1cc(C)cc(OCCOc2cccc(C=C3C(=O)NC(=O)NC3=O)c2)c1,-2.1,-0.9,-9.3,-19.0,-38.0,0.0,-23.8,u
CCN(CC)c1ccc(N=Cc2c(O)n(Cc3ccco3)c(=O)[nH]c2=O)cc1,1.0,x,-1.5,7.5,11.9,0.0,-10.8,-8.2
C[C@]12CC[C@H](O)C[C@@H]1CC[C@@H]1[C@@H]2CC[C@]2(C)[C@@H](C(=O)O)C[C@@H]12,4.4,-4.5,-10.0,-1.1,17.2,0.1,-8.4,4.4
CN1C(=O)C(=Cc2cccnc2)C(=O)N(C)C1=O,-1.2,12.4,5.0,2.3,16.0,0.0,8.2,u
O=C1NC(=O)C(CCc2ccccn2)(Cc2cccc(Cl)c2Cl)C(=O)N1c1ccc(Br)cc1 (centres undefined),0.0,x,2.1,-6.0,23.0,0.0,-2.2,-3.3
CCCc1cc(=O)oc2cc(OCC(=O)N3CCC(C(=O)O)(c4ccccc4)CC3)ccc12,0.8,x,-2.0,9.5,x,x,0.9,-4.9
CC(ON1CC1(C(F)(F)F)C(F)(F)F)(C(N)=O)C(N)=O (centres undefined),x,11.7,x,-6.9,3.6,0.1,x,x

# Remaining list, next part.
SMILES,F508del corr,INS-1E GSIS act,ERp5 block,ARNT-TACC3 inh,PAX8 inh HTS,Xi reactivation,EWS-Fli block,DENV2 CPE
CCOC(=O)COc1ccc2c(c1)c(C(C)=O)c(C)n2Cc1ccccc1,-1.9,10.4,11.6,-6.7,-8.7,-0.1,4.5,x
O=c1c2ccccc2nc(/C=C/c2ccccc2)n1-c1ccc(O)cc1,2.0,6.9,0.8,-0.8,33.7,0.2,15.8,0.8
CCCN1[C@@H]2c3ccc(-c4ccc(OC)cc4)c(=O)n3C[C@H]1[C@H](CO)[C@H]2C(=O)OC,2.3,4.3,1.5,1.9,8.0,0.1,-3.9,-4.5
CCOCCCNC(=O)C1c2cc(OC)c(OC)cc2C(=O)N2CCCCC12 (centres undefined),1.6,x,4.2,x,8.8,0.0,-4.3,u
CC(=O)c1ccc(NC(=O)N2C[C@H]3C[C@@H](C2)c2cccc(=O)n2C3)cc1,-4.0,3.3,-0.6,-6.1,x,x,-2.6,2.4
Cc1cc(N2CCNC[C@H]2C)ccc1N1CC[C@H](O)C1,-2.0,x,9.1,x,12.5,0.3,-11.6,-0.2
COc1cc2c(c(OC)c1OC)-c1ccc(O)c(=O)cc1[C@@H](N)CC2,0.7,x,5.9,57.8*,x,x,5.4,86.2*
C=C1C2[C@H](OC(C)=O)[C@@H]3CC(=O)[C@]4(C)OC[C@@]3(C)[C@@]4(O)[C@@H](OC(C)=O)[C@H](OC(C)=O)[C@@]2(COC(=O)c2ccccc2)[C@@H](OC(C)=O)C[C@@H]1O (some centres undefined),4.1,-0.8,-2.1,-5.4,x,x,3.9,-13.6
CC1=C(C)CC2(C(=O)NC(=O)NC2=O)C(C)C1 (centres undefined),3.3,17.6,-4.2,7.2,7.4,0.5,-6.2,-6.6
Cc1ccc(OC(=O)N(C)C[C@@H]2OCc3cnnn3CCCC(=O)N([C@@H](C)CO)C[C@H]2C)cc1,-2.3&-0.2&-2.3,12.3&-3.2,6.6&1.4&6.3,-0.6&-0.3,15.0&-18.3,0.3&-0.3,-17.4&3.8&4.9,-6.0&-2.7&-0.3
COC(=O)C1=C(c2ccc(F)cc2OCc2ccccc2)C[C@@H]2CC[C@H]1N2C(=O)NCc1ccc([N+](=O)[O-])cc1,-0.5,-19.5,-4.2,-1.6,37.5,0.0,5.2,u
C[N+](C)(C)CC1CCCC1=O (centres undefined),0.9,18.4,1.8,-5.6,-8.6,0.1,0.7,4.2
COC(=O)C1=C(c2cc3ccccc3s2)C[C@@H]2CC[C@H]1N2C(=O)NCCNC(C)=O,1.0,9.0,x,0.0,5.3,0.1,0.9,x
CCC(=O)OC1(c2ccccc2)CCN(C)CC1C (centres undefined),2.5,3.5,-1.2,x,12.0,0.1,7.9,x
C=C1C(=O)O[C@H]2[C@H]1[C@H](OC(=O)CC(=O)O[C@@H]1C[C@@H](C)[C@@H]3C=CC(=O)[C@@]3(C)[C@H]3OC(=O)C(=C)[C@H]13)C[C@@H](C)[C@H]1C=CC(=O)[C@]12C,-5.2,-17.0,2.5,12.9,68.4*,0.0,4.3,-8.4
COc1ccc(CCN)cc1S(N)(=O)=O,0.3,-3.7,-0.2,x,-4.7,x,-13.7,-3.2
CC(=O)N1Cc2cnnn2-c2ccccc2C1C#N (centres undefined),0.8,11.3,6.0,-5.6,-5.6,0.0,7.9,-16.5
O=C1NC(=O)N(CCC2=CCCCC2)C(=O)/C1=C\c1cccs1,x,x,3.5,-5.1,-9.3,0.3,10.0,-1.2
COc1ccc(CCNCc2ccc(C)s2)cc1OC,-0.4,7.4,u,0.2,2.6,0.0,-3.2,8.0
CN1CCN(C(=O)COc2ccc(N(C)S(=O)(=O)c3ccc(F)cc3)cc2)CC1,-0.3,-13.8,1.9,3.4,-29.9,0.1,-58.0,-1.8
Cc1cccc(-n2c(O)c(/C=N/NC(=O)c3ccncc3)c(=O)[nH]c2=O)c1,-2.6,x,1.5,x,31.3,0.1,-1.6,-1.3
CN1C(=O)C(=Cc2ccc(N3CCOCC3)o2)C(=O)N(C)C1=S,-4.5,-6.7,0.5,-3.8,-3.3,0.3,13.9,-4.1
Cc1cc(OC(=O)N(C)C)nc(SCc2c(Cl)cccc2Cl)n1,2.8,-9.4,4.4,-2.5,22.9,0.1,14.2,-1.6
C=C[C@@]12CN(C)[C@H]3[C@H]1[C@@]1(C(=O)Nc4ccccc41)C1CC2[C@@H]3CO1,-3.2,x,-0.7,-2.4,1.7,0.0,-1.8,11.5
C1=NCCc2c1[nH]c1ccccc21,-3.1,-6.7,-7.9,5.1,51.7,0.2,20.2,-1.4

# Some of the entries so far, as labelled records:
COC(=O)C1=C(c2cc3ccccc3s2)C[C@@H]2CC[C@H]1N2C(=O)NCCNC(C)=O
  F508del corr: 1.0 | INS-1E GSIS act: 9.0 | ERp5 block: x | ARNT-TACC3 inh: 0.0 | PAX8 inh HTS: 5.3 | Xi reactivation: 0.1 | EWS-Fli block: 0.9 | DENV2 CPE: x
Cc1ccc(OC(=O)N(C)C[C@@H]2OCc3cnnn3CCCC(=O)N([C@@H](C)CO)C[C@H]2C)cc1
  F508del corr: -2.3&-0.2&-2.3 | INS-1E GSIS act: 12.3&-3.2 | ERp5 block: 6.6&1.4&6.3 | ARNT-TACC3 inh: -0.6&-0.3 | PAX8 inh HTS: 15.0&-18.3 | Xi reactivation: 0.3&-0.3 | EWS-Fli block: -17.4&3.8&4.9 | DENV2 CPE: -6.0&-2.7&-0.3

# More results follow.
SMILES,F508del corr,INS-1E GSIS act,ERp5 block,ARNT-TACC3 inh,PAX8 inh HTS,Xi reactivation,EWS-Fli block,DENV2 CPE
CCc1cc(OC)c(CCN)cc1OC,-0.6,16.3,-4.9,x,x,x,-10.4,6.3
O=C1C=C(N2CC2)c2ccccc2C1=O,-0.2,0.2,-9.8,x,-0.2,-0.1,-16.7,-4.5
O=c1c2ccccc2nc(/C=C\c2ccccc2[N+](=O)[O-])n1-c1ccccc1O,-2.3,-14.5,-0.6,4.2,11.4,0.3,-5.8,-11.3
Cn1cc(/C=C2\C(=O)NC(=O)N(c3ccccc3)C2=O)c2ccccc21,1.3,-4.0,1.1,-4.1,7.8,0.0,5.6,-3.3
CC(=NCCCn1ccnc1)c1c(O)n(C2CCCCC2)c(=O)[nH]c1=O,2.1,11.4,19.1,-2.8,-8.8,0.1,2.8,3.4
O=C(Cc1ccccn1)N1CCCCN2[C@H](C1)[C@H](c1ccc(-c3ccccc3F)cc1)[C@@H]2CO,2.6,-6.8,-0.4,10.9,19.2,0.0,-2.3,3.0
C/C=C/c1ccc(C2[C@@H]3CN(C(=O)c4cnccn4)C[C@H]2N3)cc1 (some centres undefined),-1.5,-0.6,-1.6,x,9.0,0.0,15.4,-1.5
CCCCn1c(=O)c(C(=O)Nc2ccccc2Cl)c(O)c2ccccc21,-1.1,4.7,6.2,5.6,10.3,0.0,13.6,-3.0
O=C(c1ccc2c(c1)OCO2)C1CCCN(Cc2ccc(F)c(F)c2)C1 (centres undefined),-3.8,0.5,1.7,-2.9,12.4,0.1,-5.6,0.8

# From PubChem BioAssay
